Screens as filed in PubChem.
TNAP activators – human TNAP enzyme activators, primary screen, biochemical, luminescent, no phosphate acceptor, uHTS (AID 1001); purified TNAP, luminescent activation assay, no phosphate acceptor; higher activation fold means a stronger effect; one-dose activation fold at 20 µM; EC50 in µM for titrated hits; 200,000 compounds, 0.03% hits; in the data active = activation fold from about 3, or a potency from the dose series; inactive = the rest, 99 in 100 with activation fold below about 1.6; note: many of its hits are not listed in these tables
MT stabilizer – microtubule stabilizers in HeLa cells, primary screen, imaging, high-content imaging; HeLa tubulin immunostaining HCS, 24 h; share of cells brighter than vehicle mean+2SD; % tubulin-high responders, % at 10 µM; 200,000 compounds, 0.83% hits;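 active = plate Z-score above 3 for both tubulin-high and condensed-nucleus cell shares, with cell loss under 80%, at 10 µM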;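 note: anti alpha tubulin signal scored within the nucleus-defined area of each cell; some results filed as inactive read as strong as hits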
human PMI inhibition – inhibitors of human PMI, primary screen, biochemical, fluorescence intensity, coupled assay (AID 1209). Mannose-6-phosphate isomerase (Homo sapiens). purified PMI enzyme, coupled fluorescence intensity; higher % means a stronger effect. one-dose inhibition, % at 20 µM; IC50 in µM for titrated hits. 190,000 compounds, 0.42% hits;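 note: plate controls were DMSO vehicle for no effect and wells lacking substrate for full effect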
Autophagy HCS – autophagy modulators in MEF cells, primary screen, imaging, high-content, MEF GFP-LC3 | AID 463193, 2010 | 190,000 compounds, 0.98% hits | MEF GFP-LC3 puncta imaging; test concentration mostly 10 µM | calls only at 10 µM (by protocol);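 active = percentage of spot-positive cells more than 3 SD above its plate mean, without a fluorescence outlier flag or 80% toxicity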;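 note: spot-positive cell cutoff set from DMSO-treated cells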
T cell modulator – modulators of CD8 T cell-vesicle binding, primary screen, mouse 2C CD8+ T cells, flow cytometry. calls only at 7 µM. 330,000 compounds, 0.068% hits. AID 2052, 2009. 2C CD8+ T cell-vesicle binding; active compounds read low;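 active = response, share of CD8 T cells binding vesicles, and their 90th percentile fluorescence all below set limits, cut at about 80% in these data, passing the limit was not always enough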
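Incubation: binding step 1.5 h, 37 °C, antibody labelling 20 min, ice; system: murine 2C transgenic CD8+ T lymphocytes; technique: cytometric PE anti-B7-1 and Alexa647 anti-CD8 signals after 1% paraformaldehyde fixation; also added: QL9-charged Drosophila Ld/ICAM-1/B7-1 vesicles; control set: naked versus QL9-loaded vesicles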
bCat nuc transl – modulators of beta-catenin nuclear translocation, primary screen, imaging, HeLa cells, immunofluorescence, high-content; nuclear translocation activity, % at 5 µM; 190,000 compounds, 0.3% hits; AID 1665, 2009;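 active = nuclear translocation activity above 50% at 5 µM, with a well cell count of 50 or more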;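 note: per-cell ratio of nuclear to cytoplasmic median beta-catenin stain intensity; plate controls were DMSO negative control for no effect and GSK-3 inhibitor IX positive control for full effect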
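Test system: HeLa cells, endogenous beta-catenin; Compound: single 5 µM dose plus 0.02–20 µM confirmation series; Times: compound exposure 24 h at 37°C; Signal: fluorescence imaging of beta-catenin antibody stain plus DAPI; Read-out: % activation, nuclear-to-cytoplasmic median beta-catenin signal ratio per cell.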
Lipid droplet – inhibitors of hepatocyte lipid droplet formation, primary screen, imaging, high-throughput imaging, BODIPY stain; AML12 mouse hepatocytes, oleate lipid droplets; inhibition, % at 6.5 µM; 240,000 compounds, 0.4% hits;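 active = lipid droplet intensity inhibited by at least 50%, with more than 500 cells counted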
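Test system: AML12 hepatocytes (mouse); reagent: oleate loading, 100 µM; dosing: one dose, 6.5 µM compound; incubation: overnight exposure; signal: fluorescence imaging, 20x objective, two fields per well; read-out basis: % inhibition of corrected integrated BODIPY droplet signal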
Ins promoter up – insulin promoter activators in MIN6 cells, imaging, high-content screening, mouse beta cells. MIN6 insulin promoter-GFP reporter; active compounds read high. z-score at 5 µM. 190,000 compounds, 0.3% hits;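 active = z-score above 3 at 5 µM with at least 500 cells counted in the well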
PMI inhibition – human PMI inhibitors, high substrate, primary screen, biochemical, fluorescence intensity, high mannose 6-phosphate (AID 1220) | Mannose-6-phosphate isomerase (Homo sapiens) | recombinant PMI enzyme, coupled fluorescence intensity; higher % means a stronger effect | inhibition, % at 20 µM, or IC50 in µM where a hit was titrated | 190,000 compounds, 0.66% hits
Ins promoter up cell count – second read-out of Ins promoter up, no call of its own (marks repeat the call); cell count; measured here: cytotoxicity, nuclei count;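 total cells summed across four imaged fields per well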
Lipid droplet cells 6.5 µM – also measured in Lipid droplet; calls as there; cell count; measured here: cell count, cytotoxicity flag;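 cells counted across two imaged fields per well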
bCat nuc transl cell count 5 µM – second read-out of bCat nuc transl, no call of its own (marks repeat the call); cell count; measured here: cell count, cytotoxicity flag
T cell modulator vesicle-bound % – also measured in T cell modulator; calls as there; double positive events, %; measured here: CD8+ vesicle-bound cell fraction;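 binding gate set so that unloaded-vesicle control wells show 10% double positive cells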
MT stabilizer Hoechst-high % – further read-out of MT stabilizer, marked with its call; % Hoechst-high responders; measured here: nuclear condensation Hoechst responders;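 share of cells brighter than vehicle mean plus two SD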
MT stabilizer cytotoxicity % – second read-out of MT stabilizer, no call of its own (marks repeat the call); toxicity, %; measured here: cytotoxicity by cell density;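 0% = mean cell density of plate MIN control wells and 100% = no cells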
Autophagy HCS cell loss 18 h – also measured in Autophagy HCS; calls as there; toxicity, %; measured here: cell loss, nuclei count;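 cell loss after 18 h compound exposure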
Active calls of the source: *; i = inactive; . = not tested or not shown. Cut-off read from the data, not from the text of the source, unless noted: active = inhibition above about 50%; inactive = the rest.

SMILES	TNAP activators	MT stabilizer	MT stabilizer Hoechst-high %	MT stabilizer cytotoxicity %	human PMI inhibition	Autophagy HCS	Autophagy HCS cell loss 18 h	T cell modulator	T cell modulator vesicle-bound %	bCat nuc transl	bCat nuc transl cell count 5 µM	Lipid droplet	Lipid droplet cells 6.5 µM	Ins promoter up	Ins promoter up cell count	PMI inhibition
CCC(=O)NC(Nc1ncc(C)s1)(C(=O)OC)C(F)(F)F (stereo not given)	1.1	2.6	1.7	3.1	-3%	i	-3	i	51	-0.6	1033	0	704	.	.	1%
CN(c1cccc(NC(=O)c2ccc(Cl)c(S(=O)(=O)Nc3ccccc3)c2)c1)S(C)(=O)=O	1	2.3	0.9	1.9	16%	i	-32	i	12	-1.7	979	2	635	0.15	1387	11%
CCOC(=O)COc1c(Br)cc(C2NC(=O)NC(C)=C2C(C)=O)cc1OC (stereo not given)	1	4.6	2.6	6.3	-2%	i	-4	i	32	-1.6	1036	-33	728	.	.	4%
CC1(OC(=O)c2cccs2)C(=O)C=C2C=C3CCCN3C=C2C1=O (stereo not given)	.	.	.	.	.	.	.	i	40	-0.1	1150	-20	661	0.22	1002	.
CC1CCCCC1NC(=O)Cn1cnc2ccccc2c1=O (stereo not given)	1.2	1.7	1.4	8.3	3%	i	0	i	38	-3.2	1016	.	.	-0.98	1348	-6%
COc1ccc(CCN(C(=O)COc2ccccc2)c2nc(-c3ccccc3)cs2)cc1OC	1.1	1.7	1.6	4.2	17%	i	19	i	38	-2.6	1009	.	.	-1	981	11%
COC(=O)Nc1nn(-c2ccc(OC)cc2)c(=O)c(C#N)c1C	1.1	4.6	1.7	0.1	4%	i	-8	i	58	2.3	1091	19	693	0.23	1179	20%
COc1ccc([N+](=O)[O-])cc1NC(=O)Cc1ccccc1Cl	1	2.8	2.0	4.3	0%	i	-5	i	40	5.4	552	10	566	-0.12	1352	0%
COc1cc(OC)c(OC)cc1/C=N/Nc1nc2ccccc2[nH]1	.	.	.	.	.	.	.	i	57	-2.8	1089	3	764	-0.53	1307	.
O=C(COc1ccc([N+](=O)[O-])cc1Cl)N1CCOCC1	.	.	.	.	.	.	.	i	61	1.9	1260	6	809	-0.19	1081	.
CCOC(=O)C1=C(C)NC(=O)NC1c1ccc(F)cc1 (stereo not given)	1.1	3.7	2.3	11	0%	i	27	i	41	-5.8	564	-14	769	0.53	1244	5%
COC(=O)c1nc(-c2ccccc2)oc1N1CCOCC1	1	5.8	0.7	8.5	-5%	i	7	i	54	0.5	1056	10	729	-0.34	1370	0%
CC(=O)c1ccc(NC(=O)c2ccc(S(=O)(=O)N3CCCC3)cc2)cc1	1.1	1.5	2.1	11	-3%	i	-4	i	15	-3.3	1146	1	728	-0.13	873	-4%
NNC(=O)c1sccc1OCc1ccc(Cl)cc1Cl	1.1	5.0	2.1	2.6	3%	i	26	i	40	-2.6	1005	.	.	-0.08	939	2%
Cc1ccc(-n2c(N)c(C(=O)N3CCN(C)CC3)sc2=S)cc1	1.1	1.6	3.1	7.6	3%	i	0	i	28	0.6	1083	6	551	-0.23	1725	-1%
CCc1ccc(Nc2nnc(SCC(=O)NCCN3C(=O)CSC3=O)s2)cc1	0.8	3.0	1.9	2.1	-6%	i	6	i	42	0.9	565	-35	653	0.76	1278	-3%
COC(=O)C1(C)Cc2cc(OC(C)=O)c(OC(C)=O)cc2N1 (stereo not given)	.	.	.	.	.	.	.	i	57	1.0	1306	4	665	-0.18	1029	.
Cc1nn(Cc2ccc(F)cc2)c(C)c1NC(=O)c1noc2c1CCc1ccccc1-2	1.1	3.3	2.0	5.9	24%	.	.	i	45	0.4	1131	-4	667	-2.4	594	23%
Cc1cc(=O)[nH]c(N/N=C/c2ccc(C)o2)n1	1.1	7.7	0.9	8.7	3%	i	15	i	68	-0.1	503	12	764	-0.27	1102	7%
CCOc1ccc(N=c2oc3cc(O)ccc3cc2C(=O)NCC2CCCO2)cc1 (stereo not given)	1	2.3	1.8	7.9	8%	i	-5	i	59	-2.5	1112	-9	746	0.38	862	1%
COc1ccc(N2CCN(CCNC(=O)c3nnc(Cc4c(F)cccc4Cl)o3)CC2)cc1	1.1	4.8	2.2	7.5	10%	i	-8	i	25	-2.7	1135	-4	761	-0.69	944	1%
COc1ccc(OC)c(NC(=O)c2cc3oc4ccccc4c3cc2O)c1	.	.	.	.	.	.	.	i	48	-0.6	1021	108*	711*	0.26	1341	.
Cc1c(NC(=O)CN2CCCC(C)C2)ccc2nsnc12 (stereo not given)	1.1	3.2	2.4	6.6	0%	i	5	i	62	-0.1	1072	2	731	.	.	7%
COc1ccc(/C=C(/C#N)C(=O)NC2CCCCC2)cc1Br	1.1	1.4	1.2	8.9	-1%	i	-4	i	21	.	.	.	.	.	.	-2%
CCN(C(=O)c1ccc(C)c(Br)c1)c1ccccc1	1.1	2.3	2.3	4.4	2%	i	5	i	57	-1.6	1094	-6	680	-0.35	1543	12%
More entries
SMILES	TNAP activators	MT stabilizer	MT stabilizer Hoechst-high %	MT stabilizer cytotoxicity %	human PMI inhibition	Autophagy HCS	Autophagy HCS cell loss 18 h	T cell modulator	T cell modulator vesicle-bound %	bCat nuc transl	bCat nuc transl cell count 5 µM	Lipid droplet	Lipid droplet cells 6.5 µM	Ins promoter up	Ins promoter up cell count	PMI inhibition
O=C1c2ccccc2NC2(CCCCC2)N1N=C1CCCCC1	1.2	2.6	2.8	0.4	1%	i	-4	i	44	-0.3	942	32	663	-0.25	1311	2%
CC1CCN(C(=O)Cn2c(=O)oc3ccccc32)CC1	1.1	3.1	1.3	1.8	-2%	i	11	i	10	0.5	494	-8	771	.	.	-5%
Cc1ccc(-c2ccc(CCC(=O)O)n2Cc2ccco2)cc1	1.1	1.0	1.2	11	4%	i	1	i	53	.	.	6	788	0.3	855	-5%
N#C/C(=C\c1cccn1-c1ccccc1)C(=O)NC1CCCCC1	1.5	30*	39*	50*	4%	i	23	i	42	2.6	1003	3	662	-0.28	1311	-2%
O=C(c1noc2c1CCCC2)N1CCc2c([nH]c3ccccc23)C1c1ccccn1 (stereo not given)	1	3.1	2.7	10	16%	i	7	i	19	1.2	970	6	704	0.03	1434	8%
CCOc1ccccc1OCC(=O)Nc1nnc(C)s1	1	3.2	1.1	0.6	5%	i	1	i	24	-3.3	1169	13	619	-0.04	1958	6%
CCN1CCN(S(=O)(=O)c2cccs2)CC1	1.1	3.2	2.2	8.4	-3%	i	1	i	10	.	.	4	781	.	.	-7%
CC(C)(C)NC(=O)NC(=O)Cn1ccsc1=N	1.1	3.0	2.1	0.1	5%	i	10	i	51	1.6	1103	-1	663	-0.03	1429	-2%
COc1ccccc1OCC(=O)Sc1ccc(C)cc1	1	2.4	2.6	9.5	8%	i	-8	i	13	-0.2	1142	.	.	0.07	1073	13%
CC(C)n1c(CN2CCN(Cc3ccccc3)CC2)nc2ccccc21	.	.	.	.	.	.	.	i	42	1.5	1257	-2	699	-0.97	1390	.
Cc1cccc(NC(=O)C2CCCN(S(=O)(=O)c3cccc4nsnc34)C2)n1 (stereo not given)	1.1	1.9	0.6	2.5	-2%	i	-2	i	33	.	.	2	816	0.25	1014	-2%
COc1ccc(C(C)=O)cc1Cn1cnc2c(cnn2C)c1=O	.	.	.	.	.	.	.	i	21	1.1	1326	-4	728	-1.5	1529	.
O=C1c2ccccc2C(=O)N1CC1=NCCc2ccccc21	1	4.7	2.4	8.7	-9%	i	-50	i	28	-4.0	584	0	718	-0.07	1255	0%
Cc1occc1C(=O)N1CCCC(CCC(=O)NCc2ccc(F)c(F)c2)C1 (stereo not given)	1	2.6	2.0	0.6	-3%	i	-30	i	48	2.3	1069	9	578	0.19	1488	-8%
Cc1ccccc1C(=O)Nn1cnc2ccccc2c1=O	1	4.3	3.3	5.9	-10%	i	-2	i	34	-0.9	1068	7	713	-0.47	1171	-14%
COc1ccc(-c2cc3ccc(OCc4nn[nH]n4)cc3oc2=O)cc1OC	1.1	3.0	2.1	3.8	-6%	i	-8	i	25	0.4	1183	.	.	-0.99	958	-3%
CCOC(=O)N1CCC(NC(=O)C2CCN(S(=O)(=O)c3cccs3)CC2)CC1	1.1	1.9	2.0	9.7	10%	i	3	i	23	3.0	1063	11	783	-0.37	1284	3%
Cc1ccc2c(c1)sc(=NC(=O)c1cccs1)n2C	1.2	5.4	1.5	1.1	8%	i	1	i	40	0.5	1002	18	645	0.64	1212	14%
CCc1ccc(N2C(=O)CC(c3ccc(F)cc3)C3=C2COC3=O)cc1 (stereo not given)	1.1	7.2	0.9	0.9	0%	i	3	i	42	0.1	1074	2	631	0.62	1178	1%
COC(=O)CCCC1=CC2=CC(=O)C(C)(OC(=O)c3cccs3)C(=O)C2=CN1C1CC1 (stereo not given)	.	.	.	.	.	.	.	i	54	-0.9	1235	-15	689	-0.76	947	.
COc1ccc(-c2nc(N)nc(C(F)(F)F)c2-c2cscn2)c(O)c1	.	.	.	.	.	.	.	i	11	0.7	1267	27	676	-0.61	1122	.
COC(=O)C(C)Sc1nc2c(c(=O)n(C)c(=O)n2C)n1Cc1cccc(C)c1 (stereo not given)	1.1	3.5	1.9	1.3	-2%	i	0	.	.	-0.6	1127	-5	729	.	.	-6%
O=C(CN1CCN(c2nc(-c3ccc(F)cc3)cs2)CC1)NCc1ccc2c(c1)OCO2	1	1.8	1.8	3.9	10%	i	-3	.	.	-0.3	1062	15	700	-0.22	1911	4%

Random draw from the library. Share with any hit: about 2.9%.
